FLuc counter – inhibits or activates purified firefly luciferase, miR-21 counter-screen; P08659; purified FLuc, Km substrates, luminescence inhibition; hit rate 6.9% among 360,000; AID 588342; Potency, µM (titrated, usually from 57.5 µM), for inactives: at the top dose activity change, negative = inhibition, most hits filed as inhibitors;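 also: potency is read from the fitted curve at half-maximal effect; plate controls were vehicle for no effect and reference inhibitor for full effect; nearly all actives have a fitted effect of over 55% in size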
Target sequence (P08659 whole entry, looked up): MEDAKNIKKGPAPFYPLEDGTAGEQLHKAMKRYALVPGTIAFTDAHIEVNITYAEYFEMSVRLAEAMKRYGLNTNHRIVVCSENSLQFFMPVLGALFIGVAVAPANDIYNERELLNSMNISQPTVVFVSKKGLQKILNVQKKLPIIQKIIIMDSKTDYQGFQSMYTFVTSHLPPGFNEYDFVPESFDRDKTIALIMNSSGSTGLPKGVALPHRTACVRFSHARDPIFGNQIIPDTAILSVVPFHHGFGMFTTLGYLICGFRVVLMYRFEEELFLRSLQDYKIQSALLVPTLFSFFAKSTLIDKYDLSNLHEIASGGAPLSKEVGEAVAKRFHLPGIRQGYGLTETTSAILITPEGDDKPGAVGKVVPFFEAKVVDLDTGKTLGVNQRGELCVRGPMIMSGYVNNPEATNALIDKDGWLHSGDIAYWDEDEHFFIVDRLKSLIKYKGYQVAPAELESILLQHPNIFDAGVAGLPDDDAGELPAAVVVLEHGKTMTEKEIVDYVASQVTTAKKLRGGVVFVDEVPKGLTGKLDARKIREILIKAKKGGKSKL
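Purified P. pyralis luciferase, 10 nM final, with Km-level 10 uM D-luciferin and 10 uM ATP in 50 mM Tris acetate pH 7.5, 10 mM Mg acetate, 0.01% Tween-20, 0.05% BSA; 6-point qHTS titration about 60 µM downward; luminescence read.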
Tb PFK block – inhibitors of T. brucei phosphofructokinase; O15648; T. brucei PFK, ADP-Glo luminescence; Potency, µM (top dose mostly 57.5 µM), for the others: top-dose activity, negative = inhibition, most hits filed as inhibitors; hit rate 0.17% among 330,000; AID 485367;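 also: potency is read from the fitted curve at half-maximal effect; 0% = uninhibited 1x PFK enzyme wells and -100% = no-enzyme wells; nearly all actives have a fitted effect of over 60% in size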
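Compounds were pin-transferred as a titration series up to 57 uM into substrate buffer (0.5 mM F6P, 0.1 mM ATP, pH 8.0), then 1.25 nM PFK was added and reactions ran 45 min before ADP-Glo detection.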
Rab9 promoter act – Rab9 promoter activation. Huh7 Rab9 promoter-luciferase reporter, luminescence, 24 h. Potency, µM (top dose mostly 9.22 µM), inactives show top-dose activation, negative = inhibition, actives largely listed as activators. hit rate 2.8% among 320,000; also: potency is read from the fitted curve at half-maximal effect; % of control where 0% means no effect; nearly all actives have a fitted effect of over 60% in size
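Stable Rab9-luc Huh7, 1500 cells/well, 2 h settle; cmpd in DMSO, 24 h, 37 °C/5% CO2; luciferase reagent 10 min RT; luminescence.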
Giardia kill – Giardia lamblia killing; Giardia lamblia trophozoite viability; activity change, % at 7.66 µM, hits read low; hit rate 0.15% among 340,000; AID 540267; in the data active = activity change below about -80%; inconclusive = between about -30% and that limit;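 also: parasites exposed to compound for two days anaerobically before the ATP read; % is scaled to controls: 0 for no effect and ±100 for the full control effect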
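Anaerobic 48 hrs incubation at 37 deg C of 100 trophozoites/well with test compounds; ATPLite 1-Step luminescence, 15-30 min RT, reports cellular ATP as viability.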
uPA generation – inhibitors of cell surface uPA generation. Potency, µM (top dose mostly 38.3 µM), for the others: at the highest dose activity change, negative = inhibition, hits mostly inhibitors. cell surface uPA generation assay, qHTS. hit rate 0.31% among 330,000. AID 540303; active = well fitted inhibition curve with a large enough effect; inconclusive = small, poorly fitted or top-dose-only effect; inactive = no such curve, though single readings can be large or run the other way; tested in mouse RAW 264.7 cells; also: potency is read from the fitted curve at half-maximal effect; % is scaled to controls: 0 for no effect and ±100 for the full control effect; nearly all actives have a fitted effect of over 55% in size
RORgamma inh – ROR gamma (mouse) transcription inhibition | hit rate 5.4% among 310,000 | Potency, µM (doses to about 53.6 µM), without a hit: at the highest dose activity change, negative = inhibition, hits mostly inhibitors | AID 2551 | P51450 | Drosophila S2 Gal4-RORgamma UAS-luciferase reporter, 20 h; also: potency is read from the fitted curve at half-maximal effect; % is scaled to controls: 0 for no effect and ±100 for the full control effect; nearly all actives have a fitted effect of over 60% in size
Target sequence (P51450 whole entry, looked up, the tested form may be a part): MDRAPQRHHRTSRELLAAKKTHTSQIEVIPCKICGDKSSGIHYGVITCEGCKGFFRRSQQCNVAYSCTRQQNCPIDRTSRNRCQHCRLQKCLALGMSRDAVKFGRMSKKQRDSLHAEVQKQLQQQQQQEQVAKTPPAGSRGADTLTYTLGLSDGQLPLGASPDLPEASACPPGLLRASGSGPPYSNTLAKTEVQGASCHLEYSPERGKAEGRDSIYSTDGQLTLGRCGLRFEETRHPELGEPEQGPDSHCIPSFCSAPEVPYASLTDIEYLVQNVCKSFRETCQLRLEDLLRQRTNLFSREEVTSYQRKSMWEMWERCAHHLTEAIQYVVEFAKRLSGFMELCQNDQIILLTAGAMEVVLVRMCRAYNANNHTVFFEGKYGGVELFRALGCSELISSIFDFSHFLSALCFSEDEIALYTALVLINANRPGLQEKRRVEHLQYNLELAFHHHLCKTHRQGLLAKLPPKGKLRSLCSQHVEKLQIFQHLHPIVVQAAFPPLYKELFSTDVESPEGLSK
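Schneider cells (Drosophila), stable Gal4 DBD–ROR gamma + UAS-luc; 1 hr cmpd preincubation; Cu2+ induction 700 uM final; 20 hr ambient; luminescence.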
ELG1 genotoxic – genotoxicity induction in ELG1-luciferase HEK293T cells | HEK293T ELG1-luciferase reporter, luminescence, 16 h | Potency, µM (series often up to 46 µM), for inactives: top-dose activity change, positive = activation, usual class: activators | hit rate 1.3% among 330,000 | AID 504466; also: potency is read from the fitted curve at half-maximal effect; % of control where 0% means no effect; nearly all actives have a fitted effect of over 60% in size
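Quantitative HTS format in 1536-well plates. HEK293T ELG1-luciferase reporter cells receive test compound and are incubated 16 hr at 37 °C, 5% CO2; ONE-Glo added, 30 min room temperature, then luminescence read.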
FBPA coupling cs – counter-screen for Giardia aldolase inhibitors: coupling enzyme system | coupling enzyme system counterscreen, AmpLite Red fluorescence | activity change, negative = inhibition, % at 58.2 µM, hits read low | hit rate 0.67% among 290,000 | AID 2472; in the data active = activity change below about -30%; also: % is scaled to controls: 0 for no effect and ±100 for the full control effect
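Activity here indicates interference with the coupling reaction, not aldolase inhibition. Compounds at 57.5 uM final met coupling enzymes for 10 min at RT; substrate and AmpLite Red detection followed, with a 525/598 nm fluorescence read after 20 min.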
NPC1 prom act – activators of NPC1 promoter | hit rate 2.4% among 320,000 | Huh7 NPC1 promoter luciferase reporter, 24 h | Potency, µM (series often up to 9.22 µM), for inactives: top-dose activation, most hits filed as activators;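 also: potency is read from the fitted curve at half-maximal effect; % of control where 0% means no effect; nearly all actives have a fitted effect of over 60% in size; reporter is driven by a mutant NPC1 promoter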
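Huh7 reporter cells (NPC1 promoter driving luciferase) are dosed with compound for 24 h at 37 °C, 5% CO2; luciferase detection reagent is then added and luminescence measured after 10 min at ambient temperature.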
VP16 counter – counter-screen for ROR gamma inhibitors: Gal4-VP16 reporter; Drosophila S2 Gal4-VP16 UAS-luciferase, luminescence, 20 h; Potency, µM (doses to about 53.6 µM), for the others: at the highest dose activity, negative = inhibition, most hits filed as inhibitors; hit rate 3.5% among 310,000;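 also: Gal4-VP16 expression switched on by copper sulfate through the metallothionein promoter; potency is read from the fitted curve at half-maximal effect; % is scaled to controls: 0 for no effect and ±100 for the full control effect; nearly all actives have a fitted effect of over 50% in size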
KCNH2 3.1 block – KCNH2 3.1 (human) potassium channel inhibition. AID 720553. activity change, % (tested at about 1.8 µM). hit rate 0.95% among 340,000. U2OS KCNH2 3.1, thallium flux FluxOr; stronger effect = lower value;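 active = maximum activity change below -70%; inconclusive = maximum activity change from -70% to -50%; inactive = maximum activity change above -50%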;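 also: thallium influx rate constant from kinetic fluorescence after stimulation buffer; % is scaled to controls: 0 for no effect and ±100 for the full control effect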
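Measured as rate of thallium-driven FluxOr signal in transduced U2OS cells carrying the 3.1 channel, read kinetically for 2 min upon stimulation; values are rate constants scaled to DMSO control wells.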
* marks the source's active call; other numbers are inactive results; ? = inconclusive; / = no result given; & = joins results of further samples; [ ] = remark or other dose. Unless noted, calls follow the shape of the dose curve; as a rule, active = well fitted curve in the direction sought with a large enough effect; inconclusive = small, poorly fitted or top-dose-only effect, or another doubt; inactive = no such curve, though single readings can be large; an effect the other way counts as inactive or inconclusive.

SMILES | FLuc counter | Tb PFK block | Rab9 promoter act | Giardia kill | uPA generation | RORgamma inh | ELG1 genotoxic | FBPA coupling cs | NPC1 prom act | VP16 counter | KCNH2 3.1 block
CCC1CCCCN1CCCNC(=O)c1ccc2c(c1)NC(=O)CS2 (stereo not given) | 2.3% | 1.5% | -0.1% | 1.3 | 5.0% | -11.5% | 0.2%[9.26 µM] | 2.7 | 1.9% | -6.4% | -15.7
CC(C)(C)N1C(=O)Cc2c1nc(N)c1c(N)nc(N3CCCCC3CO)c(C#N)c21 (stereo not given) | 8.49µM* | 21.1% | 23.0% | -14.6 | -7.9% | ? | 2.0% | 0.1 | 24.3% | 1.7% | -17.9
CC1CCN(S(=O)(=O)c2ccc(C(=O)Nc3ccccn3)cc2)CC1 | ? | -4.5% | 22.0% | -3.6 | -7.6% | / | 20.6µM* | / | ? | / | 4.6
COc1cc(SC)ccc1C(=O)N1CCC(Cc2ccccc2)CC1 | / | / | -21.1%[46.1 µM] | / | / | -0.6% | / | -0.3 | -18.5%[46.1 µM] | -4.2% | /
Cc1c(C)c(C)c(S(=O)(=O)N2CCC3(CC2)OCCO3)c(C)c1C | 3.0% | 2.6% | 2.7% | -4.3 | 5.2% | -34.3% | -0.3% | / | -1.4% | -3.5% | 3.3
O=C(CSc1nnc(CNC(=O)c2cccc(C(F)(F)F)c2)o1)NC1CCCCC1 | 1.2% | -0.3% | 6.6% | 10.2 | 2.2% | -7.0% | -0.4% | 0.3 | 0.2% | -19.5% | -20.2
Cc1occc1C(=O)Nc1sccc1C(N)=O | ? | 11.5% | 15.1% | -15.6 | 2.9% | 14.3% | 2.5% | / | 15.4% | -15.1% | -2.3
CC(=O)OCc1c(C(F)(F)F)nn(C)c1Sc1ccccc1 | -1.8% | 5.5% | 6.0% | -19.4 | 4.4% | 5.7% | -0.2% | -1.7 | -3.3% | 7.0% | -6.9
CN(CC(=O)OCC(=O)Nc1ccccc1)S(=O)(=O)c1ccc(Cl)cc1 | -0.2% | -3.8% | -6.7% | 1.4 | 2.2% | 1.6% | 3.8% | 2.9 | 0.4% | 2.8% | 1.9
Cc1cccc(OCC(=O)NCC(C)(C)N2CCOCC2)c1 | 0.2% | -0.3% | 2.1% | 25.3 | -16.8% | / | -2.7% | / | 0.6% | / | -153.1*
CCOC(=O)c1cnc(SCC(=O)N2CCC(C(N)=O)CC2)nc1N | 1.6% | -6.0% | 1.5% | 13.0 | / | -3.8% | -1.2% | 4.1 | 0.2% | 3.0% | -2.3
Cc1ccccc1N(C(=O)CNC(=O)c1cccs1)C(C(=O)NC1CCCC1)c1ccncc1 (stereo not given) | 1.2% | 0.2% | -1.1% | -25.2 | 2.0% | 20.7% | 4.4% | 2.5 | -11.2% | -0.8% | 4.3
CC(=C/C(=O)O)/C=C/c1cccs1 | 3.1% | -3.4% | -2.7% | 4.6 | -1.2% | -0.8% | 1.3% | -0.9 | 1.2% | 8.6% | -2.7
COc1cc(C)c(Cl)cc1S(=O)(=O)n1cnc2ccccc21 | 1.2% | -3.1% | -1.2% | -6.3 | -3.4% | -14.9% | -2.0% | -1.6 | -1.6% | 6.9% | 2.5
O=C(CSc1nnc(NC(=O)c2ccco2)s1)Nc1ccc2c(c1)OCCO2 | 13.5µM* | -1.5% | 0.4% | -8.1 | -3.9% | 3.5% | 13.0% | 10.7 | 8.9% | -6.3% | -14.0
Cc1ccc(C)c(S(=O)(=O)N2CCCC2CNC(=O)C(=O)NCc2ccccn2)c1 (stereo not given) | -6.2% | 1.2% | -2.3% | 6.0 | -2.3% | / | 0.9% | / | 0.8% | / | -0.3
Cc1cc(N)n(-c2ccc(Cl)cc2)n1 | 2.4% | -0.6% | 1.7% | -5.3 | 0.8% | 4.9% | 3.1% | -0.8 | -2.1% | 3.9% | -15.4
Cc1cccc(NC(=O)NCC2CC2)c1 | -14.3% | -1.3% | 11.0% | 8.8 | 5.0% | -1.7% | 6.9% | 1.2 | 4.6% | 13.9% | -3.0
CCCCN(C(=O)CSc1nncn1-c1ccccc1OC)c1c(N)n(Cc2ccccc2)c(=O)[nH]c1=O | 3.1% | -0.1% | 0.9% | 6.5 | 6.1% | -4.6% | -2.2% | 1.0 | -8.9% | -16.0% | -19.7
COc1ccc(Cl)cc1N1CC(C(=O)Nc2nccs2)CC1=O (stereo not given) | 3.3% | / | / | -0.7 | -11.6% | 25.5% | / | -0.2 | / | 9.0% | 3.4
Cc1cc(C)c2c(CN3CCN(Cc4ccc5c(c4)OCO5)CC3)cc(=O)oc2c1 | -2.4% | 3.7% | -4.6% | 14.8 | 3.5% | -11.3% | -3.1% | -0.8 | -3.4% | -7.1% | ?
CN(Cc1cccs1)C(=O)CCc1c[nH]c2ccccc12 | -15.6% | -6.5% | 29.5% | 0.0 | -2.8% | ? | 2.9% | -1.2 | 1.4% | 28.3% | 22.2
CN(C)S(=O)(=O)c1cccc(NC(=O)CCCSc2ccccc2)c1 | -8.9% | -2.2% | 3.7% | -23.6 | -0.1% | 154.6% | -24.0% | -0.4 | 1.1% | 4.2% | 4.2
COc1ccc(NC(=O)C2CCCN2S(=O)(=O)c2cccc3cccnc23)c(OC)c1 (stereo not given) | 0.5% | -0.2% | 2.7% | -20.9 | 7.4% | -25.2% | -4.6% | 0.5 | -0.1% | -1.6% | 1.8
CCOC(=O)c1cc2c(=O)n3ccccc3nc2n(Cc2ccco2)c1=NC(=O)c1cccc(OC)c1 | 3.3% | 0.4% | 13.4% | -0.9 | 2.1% | ? | -5.2% | 2.8 | -3.5% | -6.2% | 1.4
O=C(Cn1c(=O)n(CC2CCCO2)c(=O)c2ccccc21)c1ccccc1 (stereo not given) | 1.0% | 4.2% | -2.3% | -10.8 | 2.8% | -5.3% | -1.9% | -1.2 | 1.5% | -5.8% | -23.9
CNC(=O)CSc1nnc(-c2ccco2)n1-c1cccc(OC)c1 | -0.4% | -1.9% | -2.1% | 14.4 | 1.3% | -4.2% | 4.4% | 0.6 | 0.9% | -3.4% | 4.0
Cc1cc(CNC(=O)c2cc(COc3ccc(F)c(F)c3)on2)nn1C | ? | -3.4% | 1.26µM* | 20.3 | 4.3% | 14.7% | ? | -0.1 | 2.82µM* | -12.0% | 13.6
N#Cc1cccc(NC(=O)COC(=O)c2ccccc2Sc2ccccc2C#N)c1 | 0.6% | -7.5% | 2.2% | 4.1 | -4.1% | ? | 10.1% | 0.0 | -0.5% | 5.3% | -40.2
O=C(CN(C(=O)CCC(=O)Nc1nccs1)c1ccc(F)cc1)NCCc1ccccc1 | 1.7% | -5.6% | -0.4% | 4.2 | -2.7% | 33.6% | -1.0% | 0.0 | -4.4% | 1.7% | 7.7
Cc1nn(Cc2ccccc2)c(C)c1C(=O)NCC(c1cccs1)N1CCOCC1 (stereo not given) | 4.7% | 0.2% | 0.5% | 3.8 | 6.3% | / | -5.0% | / | -1.1% | / | -2.5
COc1ccc(Cl)cc1NC(=O)Cn1nnc(C(=O)NCc2ccc3c(c2)OCO3)c1N | -0.4%&-8.0% | 0.5% | 1.1% | -6.3 | -8.0% | ? | 11.0% | -0.9 | -0.4% | ? | 11.4
CC(=O)c1cccc(S(=O)(=O)NCC(C)(C)N2CCOCC2)c1 | -1.4% | 1.0% | 9.5% | -0.9 | -2.0% | -20.5% | 0.7% | 0.6 | -4.9% | 1.2% | 7.1
O=C(Cc1ccccc1)NCCc1ccc(Cl)cc1Cl | -9.6% | 3.0% | -2.7% | 7.0 | -8.1% | 33.1% | -1.0% | -0.1 | -0.9% | -2.1% | 2.7
CC(C)(C)[C@@H]1CCC(=O)N(CC[C@H](N=[N+]=[N-])c2ccccc2)CC1 | -25.0% | -3.2% | 0.7% | 13.9 | -14.9% | ? | -0.4% | -1.2 | 12.4% | -26.3% | /
O=C(COC(=O)CCSc1ccccc1)NCc1ccc(F)cc1 | 1.0% | -9.0% | -4.8% | 9.6 | -11.9% | -19.7% | 0.0% | 1.9 | 1.1% | 10.9% | 10.1
CC(=O)N1C(C)(C)CC(=NOC(=O)c2ccc(C)cc2)CC1(C)C | 6.4% | 1.9% | ? | 16.5 | 0.0% | 17.4% | -5.4% | -0.7 | -3.0% | 7.2%[10 µM] | -12.2
Cn1c(=O)c(=O)n(C)c2cc(S(=O)(=O)Nc3ccc4c(c3)OCCO4)ccc21 | ? | -3.5% | 0.5% | 2.5 | -2.6% | 5.5%[0.365 µM] | ? | -6.1 | -1.3% | / | 6.8
CC1(C)CC(=O)C=C(NNC(=O)c2ccc(N)cc2)C1 | 0.1% | 0.1% | 1.6% | -11.5 | -0.1% | -2.0% | -1.1% | -1.6 | -0.3% | -14.4% | -0.4

Screens deposited in PubChem by National Center for Advancing Translational Sciences (NCATS).
